# From PubChem BioAssay
# IMPase inh – IMPase inhibition in cells | P97697 | CHO-M1 cells, IP1 accumulation, HTRF TR-FRET ratio | inhibition (IP1 accumulation), % at 46.1 µM | 120,000 tested, under 10 active; active means well fitted curve in the direction sought with a large enough effect in the signal ratio, not every such curve was filed as active; inconclusive means small, poorly fitted or top-dose-only effect, or a change in a side signal; inactive means no such curve, though single readings can be large or run the other way; the % refers to the signal ratio;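 further: cells stimulated with carbachol in lithium chloride buffer; plate controls were DMSO basal wells for no effect and reference inhibitor wells for full effect; higher means more IMPase inhibition seen as more IP1 and lower FRET ratio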
# Target sequence (P97697 whole entry, looked up): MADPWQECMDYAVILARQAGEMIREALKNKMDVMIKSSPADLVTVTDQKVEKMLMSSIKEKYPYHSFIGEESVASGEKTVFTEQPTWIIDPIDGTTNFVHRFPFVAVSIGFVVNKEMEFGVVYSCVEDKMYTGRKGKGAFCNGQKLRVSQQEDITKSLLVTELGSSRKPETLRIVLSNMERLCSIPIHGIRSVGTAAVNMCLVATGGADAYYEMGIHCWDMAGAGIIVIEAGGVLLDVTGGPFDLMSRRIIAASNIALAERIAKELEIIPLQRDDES
#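 CHO-M1 cells (CHO stably expressing M1 receptor), compound up to 46 uM final, stimulated with carbachol (50 uM as added) in buffer with 50mM LiCl, pH 7.4, 30 min at 37C. Cytosolic IP1 read by TR-FRET; AC50 from Hill fits.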
# PNC assembly inh – perinucleolar compartment assembly inhibition. hit rate 3.1% among 140,000. PC3M PTB-GFP, PNC prevalence imaging, 16 h; stronger effect = lower value. activity change (PNC), negative = inhibition, % at 10 µM;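 active means readout at or below -70, meaning at least 70% loss of cells showing the perinucleolar compartment, a nuclear body marking cancer cells; inconclusive means readout between -30 and a set limit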;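 further: plate controls were DMSO wells for no effect and camptothecin positive control wells for full effect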
#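 Read-out is percentage of cells bearing a perinucleolar compartment, from automated 20x imaging of fixed, Hoechst-stained PC3M PTB-GFP cells. Cells were seeded 4 h, then exposed 16 h to compound (23 nl of library stock) in duplicate plates.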
# ALOX15B inhib – blocks human 15-lipoxygenase 2 activity; O15296; purified 15hLO-2, xylenol orange hydroperoxide absorbance; Potency, µM (doses to about 57.1 µM), for inactives: top-dose activity change, negative = inhibition, usual class: inhibitors; hit rate 0.56% among 110,000; further: potency means the concentration at half of the fitted maximal effect; nearly all actives have a fitted effect of over 60% in size; many of its hits are not listed in these tables
#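 Purified human 15hLO-2 (50 nM) preincubated 15 min with compound, then 45 uM arachidonic acid for 90 min at RT in 25 mM Hepes pH 7.5, 0.01% Triton X-100. Hydroperoxide detected by Fe-xylenol orange; 573/405 nm absorbance ratio.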
# ALOX12 inhib – inhibitors of human 12-lipoxygenase (ALOX12). P18054. purified 12-hLO, xylenol orange hydroperoxide absorbance. Potency, µM (top dose mostly 57.1 µM), inactives show at the highest dose activity change, negative = inhibition, actives largely listed as inhibitors. hit rate 0.12% among 150,000; further: potency means the concentration at half of the fitted maximal effect; nearly all actives have a fitted effect of over 55% in size; many of its hits are not listed in these tables
# Target sequence (P18054 whole entry, looked up): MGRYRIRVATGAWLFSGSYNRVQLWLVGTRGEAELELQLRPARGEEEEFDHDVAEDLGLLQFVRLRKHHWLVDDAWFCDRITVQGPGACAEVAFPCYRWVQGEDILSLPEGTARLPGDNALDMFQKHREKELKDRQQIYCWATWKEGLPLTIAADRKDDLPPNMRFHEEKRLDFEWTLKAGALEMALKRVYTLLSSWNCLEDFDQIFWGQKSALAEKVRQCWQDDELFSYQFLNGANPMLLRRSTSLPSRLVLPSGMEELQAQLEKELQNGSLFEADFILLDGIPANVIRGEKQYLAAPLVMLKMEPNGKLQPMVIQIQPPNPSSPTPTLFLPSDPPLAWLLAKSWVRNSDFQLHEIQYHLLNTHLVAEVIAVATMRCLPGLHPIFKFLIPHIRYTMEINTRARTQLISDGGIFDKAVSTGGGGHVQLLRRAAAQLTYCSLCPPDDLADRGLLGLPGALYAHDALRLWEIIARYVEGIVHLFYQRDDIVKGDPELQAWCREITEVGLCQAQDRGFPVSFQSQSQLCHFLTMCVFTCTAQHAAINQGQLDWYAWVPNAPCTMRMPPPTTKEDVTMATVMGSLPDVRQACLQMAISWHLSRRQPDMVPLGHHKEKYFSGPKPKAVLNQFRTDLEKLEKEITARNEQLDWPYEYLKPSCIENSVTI
#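 Hydroperoxide output read as Fe(III)-xylenol orange absorbance, 573-to-405 nm ratio, after 30 min reaction with 40 uM arachidonic acid. Enzyme: 150 nM purified human 12hLO, 15 min compound preincubation; 25 mM Hepes pH 7.0, room temperature.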
# * marks the source's active call; other numbers are inactive results; ? = inconclusive; nt = no result given; & = joins results of further samples; [ ] = dose if it differs, or a comment. Unless noted, the call rests on the fitted dose curve; in most records, active means well fitted curve in the direction sought with a large enough effect; inconclusive means small, poorly fitted or top-dose-only effect, or another doubt; inactive means no such curve, though single readings can be large; an effect the other way counts as inactive or inconclusive. Unless noted, on the % scale 0 is the no-effect control and ±100 the full control effect.
SMILES,IMPase inh,PNC assembly inh,ALOX15B inhib,ALOX12 inhib
CC1CCC2(CC1)NC(=O)N(CC(=O)NCc1cccs1)C2=O (stereo unspecified),9,2,nt,2%
CN1CCN(C(c2cccc(C(F)(F)F)c2)c2nnnn2Cc2ccccc2)CC1 (stereo unspecified),-1,7,17%,-12%
COc1ccc(CNC2CCCC2)c(OC)c1OC,19,-6,0%,-3%
CC(C)CC(=O)NCc1ccc(F)cc1,5,51,-23%,9%
CSc1ccccc1C(=O)N1CCOCC1,?,-4,nt,1%
CN(C)c1ccc(NC(=O)CN2CCC(N3CCCCC3)CC2)cc1,4,22,-9%,-21%
COc1ccc(S(=O)(=O)N2CCC(C(=O)N3CCOCC3)CC2)cc1,2,-100*,nt,0%
CC(Sc1ccccc1)C(=O)Nc1ccc(S(=O)(=O)N2CCOCC2)cc1 (stereo unspecified),3,?,0%,-2%
CC(C)[C@H](NC(=O)Nc1ccccc1F)C(=O)O,-8,?,1%,4%
CCCN(CCC)CCNS(=O)(=O)c1ccc2c(c1)CCN2C(=O)C1CCC1,-2,27,6%,2%
COc1ccc2c(c1)CC/C(=C\C=C\c1ccccc1OC)C2=O,3,1,nt,-28%
CC(C)CO,nt,nt,-5%,3%
CC1CCc2nc(NC(=O)C3CCCO3)sc2C1 (stereo unspecified),-2,?,-12%,-7%
O=C(NCCc1csc(-c2ccccc2)n1)c1ccc(Br)o1,3,-23,0%,4%
CCCn1c(C(C)NC(C)=O)nc2ccccc21 (stereo unspecified),-2,?,0%,-5%
Cc1ccc(NC(=O)NC(=O)N(C(C)C)S(C)(=O)=O)nc1,nt,22,nt,6%
CCCCCn1c(CN2CCN(Cc3ccccc3)CC2)nc2c1c(=O)n(C)c(=O)n2C,15,?,nt,23%
O=C(c1c[nH]c2ccc(S(=O)(=O)N3CCOCC3)cc2c1=O)N1CCN(c2ccccn2)CC1,1,-8,5%,-7%
Cc1ccc(SCC(=O)O/N=C(\N)c2cccc([N+](=O)[O-])c2)cc1,-1,69,1%,1%
Cc1cc2nc(-c3ccc(SCC(=O)Nc4ccc(S(=O)(=O)N5CCCC5)cc4)nc3)[nH]c2cc1C,-5,-3,nt,-1%
COc1ccc(O)c(/C=N/Nc2nc(Nc3ccccc3)nc(-n3nc(C)cc3C)n2)c1,4,?,34%[activator],-6%
O=C(c1ccncc1)N1CCC2(CCN(Cc3ccncc3)CC2)CC1,nt,nt,4%,1%
Cc1ccc(C(=O)N/C(=C/c2ccc(-c3cc(C(F)(F)F)ccc3Cl)o2)C(=O)NCc2cccnc2)cc1,2,?,45%[activator],-15%
COc1ccccc1-n1c(SCC(=O)Nc2ccccc2F)nc2[nH]ncc2c1=O,4,1,11%,0%
CC1CCc2nn(CC(=O)NCc3ccco3)cc2C1 (stereo unspecified),0,?,nt,4%
COC(=O)c1ccccc1NC(=O)CNC(=O)c1ccco1,0,8,-1%,6%
CCN(CC)CCOC(=O)C(c1ccccc1)C1CCCCC1 (stereo unspecified),nt,nt,4%,-1%
N#C/C(=C/c1ccc(-c2ccc(C(=O)O)c(Cl)c2)o1)C(=O)NCC1CCCO1 (stereo unspecified),nt,?,nt,-2%
Cc1onc(-c2ccccc2Cl)c1C(=O)Nc1cccc(-c2cn3cccnc3n2)c1,2,?,0%,-4%
Cc1cccc(NC(=O)c2ccc(S(=O)(=O)N(C)C)cc2)c1,2,61,2%,-2%
CN(C)C(=O)c1noc2cc([N+](=O)[O-])ccc12,3[1.84 µM],-13,-1%[11.4 µM],1%
COc1ccc(OCC(=O)NNC(=O)Cc2coc3cc(OC)ccc23)cc1,16,-14,nt,-2%
CC(=O)[C@@]1(O)Cc2c(O)c3c(c(O)c2[C@H](O[C@H]2C[C@H](N)[C@H](O)[C@H](C)O2)C1)C(=O)c1ccccc1C3=O,20,nt,22%,-8%
CCC(=O)Nc1ccc(N2CCN(C(=O)c3ccccc3C)CC2)cc1,10,24,-1%,-5%
COC(=O)CSc1nc2ccc(NC(C)=O)cc2s1,3,16,-8%,-5%
COc1ccc(-n2ccc(=O)c3c2CCCC3=O)cc1,-1,38,-8%,-10%

# Single records, as listed above. Order of screens: IMPase inh | PNC assembly inh | ALOX15B inhib | ALOX12 inhib
# Results for COc1ccc(OCC(=O)NNC(=O)Cc2coc3cc(OC)ccc23)cc1 → 16 | -14 | nt | -2%
# Results for CN(C)C(=O)c1noc2cc([N+](=O)[O-])ccc12 → 3[1.84 µM] | -13 | -1%[11.4 µM] | 1%
# Results for N#C/C(=C/c1ccc(-c2ccc(C(=O)O)c(Cl)c2)o1)C(=O)NCC1CCCO1 (stereo unspecified) → nt | ? | nt | -2%
# Results for CCN(CC)CCOC(=O)C(c1ccccc1)C1CCCCC1 (stereo unspecified) → nt | nt | 4% | -1%
# Results for COc1ccc(-n2ccc(=O)c3c2CCCC3=O)cc1 → -1 | 38 | -8% | -10%

# (more compounds)
SMILES,IMPase inh,PNC assembly inh,ALOX15B inhib,ALOX12 inhib
COC(=O)c1ccc(NC(=O)CCS(=O)(=O)c2ccc(Br)s2)cc1,12,?,-4%,-6%
Cc1cccc(C(C)C)c1NC(=O)COC(=O)Cc1ccsc1,-6,?,nt,1%
Cc1ccc(S(=O)(=O)N2CCC(C(=O)NCCc3ccccc3)CC2)cc1,-5,20,-3%,3%
CC(=O)Nc1nonc1NC(=O)CSc1ncn[nH]1,4,0,-1%,-7%
COC(=O)c1ccc(CSc2nnc(SCc3ccc(C(=O)OC)o3)s2)o1,9,?,-10%,-14%
O=C(CCCCO)CCCCCCCC[C@H]1N[C@H](CO)[C@H](O)[C@@H]1O[C@@H]1O[C@H](CO)[C@@H](O)[C@H](O)[C@H]1O,nt,-18,nt,1%
COc1ccc(C2/C(=C(\O)c3ccc4c(c3)OCCO4)C(=O)C(=O)N2CCCN(C)C)c(OC)c1 (stereo unspecified),-3,-24,3%,0%
CCCC(=O)Nc1ccc(NC(=O)c2ccccc2Cl)nc1,?,-84*,4%,-1%
Cc1sc2nc(CSc3nnnn3-c3ccc(Cl)cc3)[nH]c(=O)c2c1C,-3,-16,nt,-8%
O=C(COc1ccccc1C(=O)c1cnn(-c2ccccc2)c1)Nc1ccc2ccccc2c1,nt,24,nt,2%
O=C(NCc1ccccn1)C1CCN(S(=O)(=O)c2cccs2)CC1,1,-16,0%,-3%
Cc1cc(Cl)ccc1OCCCC(N)=O,3,41,-1%,-2%
Cc1nc2ccccc2c2oc(C(=O)NCc3ccc4c(c3)OCO4)cc12,5,-26,5%,-7%
Cc1ccc(C2CC(=O)N3CN(Cc4ccco4)CSC3=C2C#N)cc1 (stereo unspecified),4,8,?,-22%
COc1ccc(C2/C(=C(/O)c3ccccc3)C(=O)C(=O)N2c2ccccn2)c(OC)c1 (stereo unspecified),-4,-1,26%,2%
NC1CONC1=O (stereo unspecified),nt,nt,7%,-3%
O=C(c1ccco1)N1CCN(c2ncnc3c2[nH]c2ccc(Cl)cc23)CC1,nt,-19,nt,6%
COCCNC(=O)c1cc2c(-c3ccccc3F)nn(C)c2s1,3,57,nt,-1%
COc1ccccc1C(=O)n1nc(-c2ccc(Cl)cc2)nc1N,?,-4,10%,-23%
N#CC1(c2ccccc2)CCCN1C(=O)c1ccccc1Cl (stereo unspecified),-3,-2,-3%,2%
Cc1ccc(S(=O)(=O)NCc2cn3ccsc3n2)c(C)c1,-5,11,-10%,-3%
CCC(C)NCCCCOc1ccc(C)cc1[N+](=O)[O-] (stereo unspecified),10,97,-2%,1%
CC(NC(=O)COC(=O)c1ccccc1Nc1ccccc1)c1ccccc1 (stereo unspecified),2,9,nt,-5%
CCOc1ccc(NC(=O)CSc2nc3ccccc3c(=O)n2CCCC(=O)N2CCCC2)cc1,?,19,-3%,-6%
Cc1c(C=O)c(C=O)c(C)n1Cc1ccccc1,-9,42,-5%,-3%
C=CCOc1ccc(/C(O)=C2/C(=O)C(=O)N(CCN3CCOCC3)C2c2ccc(C)cc2)cc1 (stereo unspecified),-8,24,-16%,5%
CC(=O)Oc1ccc(OC(C)=O)c(SCCCCCN2CCOCC2)c1,28,93,5%,-1%
O=C(O)C1=CCCN(CCON=C(c2ccccc2)c2ccccc2)C1,-1&8,nt,9%&6%,?
O=C(c1ccc2c(=O)n3c(nc2c1)CCCCC3)N1CCN(C(c2ccccc2)c2ccccc2)CC1,10,17,10%,-4%
COc1ccc(Cc2nc3ccccc3n2CC(=O)N/N=C/c2ccccc2)cc1OC,1,-7,nt,1%
CCN(CC)S(=O)(=O)c1cccc(-c2nnc(SCC#N)n2Cc2ccccc2)c1,10,-21,-3%,-6%
COC(=O)c1sccc1NC(=O)CSc1ccccc1NS(=O)(=O)c1cc(Cl)ccc1Cl,0,?,-8%,1%
COc1ccc(C(=O)NC2CCN(C(=S)Nc3cc(C)ccc3C)CC2)cc1,-4[1.84 µM],?,-6%[11.4 µM],-1%
O=C(CN1CCN(S(=O)(=O)c2ccc(Br)cc2)CC1)N/N=C/c1cc([N+](=O)[O-])ccc1Cl,nt,4,nt,4%
Cc1nc(N2CCN(Cc3ccccc3)CC2)[nH]c(=O)c1C,2,-6,-2%,2%
Cn1nc(C(=O)N2CCN(S(=O)(=O)c3ccccc3)CC2)c2ccccc2c1=O,1,27,12%,-4%
Cc1cc(COc2ccccc2O)on1,-7,10,-6%,-9%
Cc1cc(NC(=O)CCSc2nc(-c3ccco3)cc(C(F)(F)F)n2)no1,0,13,-7%,0%
CCN(CC)c1ccc(NC(=O)COC(=O)CSc2ccc(Br)cc2C)cc1,nt,-14,nt,-4%
COc1ccc(C(=O)N(CN2CCCC2=O)c2ccccc2OC)cc1OC,-4,37,-1%,-4%
O=C(O)c1ccc(N2C(=O)CC(SC(=Nc3ccccc3)Nc3ccccc3)C2=O)cc1 (stereo unspecified),nt,36,nt,-1%
Cc1[nH]c2ccc(-c3n[nH]c(=S)n3-c3ccccc3)cc2c1C,nt,-18,nt,-3%
COc1ccc(NC(=O)c2cc(OC)c(OC)c(OC)c2)cn1,2,20,5%,0%
O=c1c(O)cccc2cc(O)c(O)c(O)c12,nt,nt,-10%,-25%
CCCCn1nc2cc(C(=O)NCc3ccc4c(c3)OCO4)ccc2c1OCC,8[1.84 µM],-9,-15%[11.4 µM],-10%
O=C(CSc1nc(-c2ccccc2)cs1)Nc1ccccc1[N+](=O)[O-],6,-13,nt,1%
CC(=O)Nc1ccc(/C(C)=N/NC(=O)C2CC2c2ccccc2)cc1 (stereo unspecified),nt,-25,nt,4%
COc1ccc(-c2cc(C(=O)N3CC4(C)CC3CC(C)(C)C4)no2)cc1OC (stereo unspecified),3,13,16%,-3%
CCC1(C)CC(c2csc(N)n2)CCO1 (stereo unspecified),-9,24,-4%,-4%
COc1ccc(C2(c3ccc(OC)cc3)NC(=O)N(Cn3nnc4ccccc4c3=O)C2=O)cc1,nt,-9,nt,-2%
CCn1c(/C=C/c2ccc([N+](=O)[O-])o2)nc2ccccc2c1=O,0,-30,-21%,-3%
N#C/C(=C\c1ccccc1)C(=O)Nc1cc(S(=O)(=O)N2CCOCC2)ccc1N1CCCC1,-3,6,nt,-4%
Cc1ccc(-n2c(N)c(C(=O)NCc3cccnc3)sc2=S)cc1,1,-6,-3%,-5%
CCc1nnc(NC(=O)CSc2nnc(-c3ccoc3C)n2-c2ccc(C)cc2)s1,-7,-2,-6%,0%
CCc1ccc(C(=O)NCc2cccs2)s1,-3,?,0%,4%
N#Cc1c(N)nc2c3c(sc(=N)c2c1N)NC(=O)CC3c1ccccc1 (stereo unspecified),?,21,-18%,0%
CCNC(=O)NCCc1c[nH]c2ccc(Cl)cc12,-2,31,-3%,-9%
CCOC(=O)C(NC(=O)Nc1ccc(F)cc1F)(Oc1ccccc1)C(F)(F)F (stereo unspecified),nt,-11,nt,4%
Cn1c(SCc2nc3ccccc3s2)nnc1-c1cccs1,-12,?,-7%,-1%
